# Screening data: PubChem, The Scripps Research Institute Molecular Screening Center
# PAFAH2 inh: PAFAH2 (human) inhibition; Q99487; recombinant PAFAH2, FP-rhodamine activity probe, fluorescence polarization; inhibition, % at 3.39 µM; 340,000 compounds, 0.99% hits; AID 492956;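 active means inhibition above the mean over all tested compounds plus 3 SD, cut at about 30% in these data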;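 further: inhibitors block probe labeling of enzyme so polarization drops; 0% = enzyme with DMSO and 100% = wells lacking PAFAH2 protein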
# PREPL inhibitor: inhibits the human prolyl oligopeptidase-like enzyme | recombinant PREPL, fluorescence polarization activity-based probe | inhibition, % at 5.96 µM | 320,000 compounds, 0.68% hits; in the data active means inhibition above about 43%;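 further: 0% = enzyme with DMSO and 100% = wells lacking enzyme; many of its hits are not listed in these tables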
# Target sequence (Q4J6C6 whole entry, looked up): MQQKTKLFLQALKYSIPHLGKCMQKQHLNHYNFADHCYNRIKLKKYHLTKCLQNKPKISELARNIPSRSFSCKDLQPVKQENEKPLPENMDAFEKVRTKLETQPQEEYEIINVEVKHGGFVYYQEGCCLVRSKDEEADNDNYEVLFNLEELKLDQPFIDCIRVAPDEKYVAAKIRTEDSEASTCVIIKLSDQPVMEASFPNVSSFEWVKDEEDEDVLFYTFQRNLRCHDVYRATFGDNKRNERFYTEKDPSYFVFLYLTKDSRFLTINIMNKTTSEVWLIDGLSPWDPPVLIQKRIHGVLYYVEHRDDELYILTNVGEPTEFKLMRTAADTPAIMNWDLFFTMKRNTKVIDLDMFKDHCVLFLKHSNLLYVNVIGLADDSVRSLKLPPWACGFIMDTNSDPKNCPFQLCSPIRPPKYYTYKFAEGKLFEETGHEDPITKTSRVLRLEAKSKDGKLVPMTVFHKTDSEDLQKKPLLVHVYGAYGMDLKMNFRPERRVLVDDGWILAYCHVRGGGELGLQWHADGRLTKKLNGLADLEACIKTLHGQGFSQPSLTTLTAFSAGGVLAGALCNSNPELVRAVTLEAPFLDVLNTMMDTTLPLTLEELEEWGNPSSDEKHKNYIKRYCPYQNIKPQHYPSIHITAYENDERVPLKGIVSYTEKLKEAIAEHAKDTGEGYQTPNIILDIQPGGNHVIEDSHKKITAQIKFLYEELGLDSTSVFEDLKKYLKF
# ZTA counter: counter-screen for EBNA-1 inhibitors: inhibitors of Epstein-Barr virus ZTA | ZTA-DNA binding, fluorescence polarization | P03206 | 320,000 compounds, 0.15% hits | inhibition, % at 11 µM | AID 2234; in the data active means inhibition above about 33%
# LYPLA2 counter: blocks human lysophospholipase 2, a PME1 counter-screen. O95372. recombinant LYPLA2, FP-Rh probe fluorescence polarization. inhibition, % at 5.9 µM. 320,000 compounds, 0.38% hits. AID 2177;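 active means inhibition above the screen-wide mean plus 3 SD, limit set per campaign, cut at about 26% in these data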;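 further: 0% = LYPLA2 with DMSO and 100% = wells lacking LYPLA2 enzyme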
# Target sequence (O95372 whole entry, looked up): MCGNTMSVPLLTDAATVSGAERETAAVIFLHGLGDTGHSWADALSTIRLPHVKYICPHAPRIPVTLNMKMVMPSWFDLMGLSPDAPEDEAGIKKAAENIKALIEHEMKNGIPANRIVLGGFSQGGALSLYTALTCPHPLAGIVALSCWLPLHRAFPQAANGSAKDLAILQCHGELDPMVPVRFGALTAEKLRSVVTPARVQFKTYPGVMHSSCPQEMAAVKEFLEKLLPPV
# pPAFAH inh: pPAFAH (human) enzyme inhibition; Q13093; recombinant pPAFAH, FP-rhodamine probe fluorescence polarization; inhibition, % at 3.39 µM; 330,000 compounds, 1.5% hits;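 active means inhibition above the mean inhibition across the screen plus 3 SD, cut at about 25% in these data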;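 further: inhibitors block binding of the rhodamine activity-based probe so polarization drops; 0% = enzyme with DMSO and 100% = wells lacking pPAFAH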
# LYPLA1 counter: LYPLA1 (human) inhibition in PME1 counter-screen; O75608; recombinant LYPLA1, FP-Rh probe fluorescence polarization; inhibition, % at 5.9 µM; 320,000 compounds, 0.16% hits;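 active means inhibition above the mean of all tested compounds plus 3 SD, set per campaign, cut at about 14% in these data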;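 further: inhibitors block serine hydrolase probe labeling of LYPLA1 so polarization falls; 0% = enzyme with DMSO and 100% = wells lacking LYPLA1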
# PAFAH1B3 inh: inhibitors of human PAFAH1B3. Q15102. recombinant PAFAH1B3, FP-rhodamine probe, fluorescence polarization. inhibition, % at 3.39 µM. 340,000 compounds, 0.28% hits;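 active means inhibition above the screen-wide average of all tested compounds plus 3 SD, cut at about 25% in these data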;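 further: 0% = enzyme with DMSO only and 100% = wells lacking PAFAH1B3 protein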
# EBNA-1 inhibitor: blocks EBNA-1 binding to DNA | EBNA-1 DNA binding, fluorescence polarization | inhibition, % at 14.8 µM | 300,000 compounds, 0.34% hits; in the data active means inhibition above about 28%
# PAFAH1B2 inh: blocks human PAF acetylhydrolase 1b catalytic subunit 2; recombinant PAFAH1B2, FP-rhodamine activity probe, fluorescence polarization; inhibition, % at 3.39 µM; 340,000 compounds, 1.2% hits;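 active means inhibition above the mean of all tested compounds plus 3 SD, cut at about 24% in these data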;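 further: 0% = enzyme with DMSO and 100% = wells lacking PAFAH1B2; many of its hits are not listed in these tables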
# * hit, by the source's call; . = not tested or not shown.
No.	smiles	PAFAH2 inh	PREPL inhibitor	ZTA counter	LYPLA2 counter	pPAFAH inh	LYPLA1 counter	PAFAH1B3 inh	EBNA-1 inhibitor	PAFAH1B2 inh
1	COc1ccc(C(=O)Nc2ccc(C(=O)N3CCCC3)cc2)cc1[N+](=O)[O-]	-8	4	7	3	-2	5	10	-1	-3
2	O=C(CSc1ccccc1C(=O)N1CCN(c2ccc([N+](=O)[O-])cc2)CC1)N1CCCC1	0	37	.	.	6	.	5	.	5
3	O=C(O)CCn1cc(C2CC(c3ccccc3)=NN2c2ccccc2)c(-c2ccccc2)n1 (stereo unspecified)	12	9	3	1	27*	2	-5	-3	8
4	CN(C)c1nc(=Nc2cccc(Cl)c2)ss1	6	-7	13	-3	2	0	0	4	0
5	COC(=O)CSC1=C(C#N)C(c2ccsc2)CC(=O)N1 (stereo unspecified)	5	14	11	5	2	-2	3	-8	0
6	Cc1ccc(-c2ccc(CCC(=O)O)o2)cc1	10	7	-7	-1	-5	-8	4	-10	3
7	Cc1ccc(CSc2nnc(SCC(=O)N/N=C/C=C/c3ccccc3[N+](=O)[O-])s2)cc1	-18	8	-6	-6	4	-3	-7	9	-5
8	Cc1cc(C)c(NC(=O)c2sc3nc4c(cc3c2N)C(=O)CC(C)(C)C4)c(C)c1	3	20	-20	0	11	-5	7	6	4
9	COC(=O)c1c(NC(=O)c2nc3nc(C)cc(C(F)F)n3n2)sc2c1CCC2	0	15	-8	-1	-4	-1	-6	-5	-3
10	COC(=O)C1(Cc2cc(-c3cccc(Br)c3)no2)CCN(C(=O)OC(C)(C)C)CC1	0	-1	0	-2	3	-3	0	10	0
11	CC(NC(=O)c1ccc(NC(=O)CC2SC(N3CCCC3)=NC2=O)cc1)c1ccc(S(N)(=O)=O)cc1 (stereo unspecified)	3	-7	-8	7	-3	6	2	-9	1
12	COCCNC(=O)CSc1nc2ccc(N3CCOCC3)cc2c(=O)n1CCc1ccccc1	19	22	-12	-1	13	-3	7	1	7
13	O=C(CC(=O)c1ccccc1O)c1cccc(F)c1	1	-20	4	-2	4	-2	4	-1	3
14	O=C(O)c1cn(-c2ccccc2)nc1-c1ccc(F)cc1	-9	1	-19	6	6	-2	0	7	2
15	Cc1ccnc(NC(=O)CN2C(=O)c3ccccc3C2=O)c1	-3	-8	-9	-1	8	2	0	0	-1
16	O=[N+]([O-])c1cc([N+](=O)[O-])c(Oc2cncc(Cl)c2)cc1NC1CCCCCCC1	0	-6	11	3	0	0	-3	-1	-1
17	O=C(CSc1nnnn1-c1cccc2ccccc12)N1CCOCC1	2	3	-8	2	5	-1	-1	4	-1
18	COc1cc(CC(=O)OCC(=O)N2CC(=O)Nc3ccccc32)cc(OC)c1OC	-7	2	6	2	4	-2	2	-1	4
19	Cc1sc2nc(SCC(=O)NCc3ccco3)n(C)c(=O)c2c1C	-1	4	6	0	6	2	5	0	5
20	O=C(Nc1cccc(NC(=O)c2cncc(Br)c2)c1)c1cncc(Br)c1	-4	-4	3	-14	2	-9	0	5	-4
21	CC(C)=CC(=O)OCC(=O)Nc1ccccc1Cl	51*	5	-14	6	8	-4	5	-8	6
22	N#C/C(=C(/O)COC(=O)CSc1ccc2ccccc2c1)c1nc2ccccc2[nH]1	-14	9	9	7	15	-9	-1	39*	22
23	CCOC(=O)CC(=O)CSc1nc2ccc(C)cc2cc1C#N	5	6	-9	-11	13	-7	4	-3	6
24	CC(C)(C)c1ccc(C(=O)NCc2ccc(Cl)cc2)cc1	3	2	-6	-1	4	-2	7	7	2

# Three entries out of the list above, sorted by their value in PAFAH1B3 inh, lowest first.
nr	molecule	PAFAH2 inh	PREPL inhibitor	pPAFAH inh	PAFAH1B3 inh	EBNA-1 inhibitor	PAFAH1B2 inh
17	O=C(CSc1nnnn1-c1cccc2ccccc12)N1CCOCC1	2	3	5	-1	4	-1
18	COc1cc(CC(=O)OCC(=O)N2CC(=O)Nc3ccccc32)cc(OC)c1OC	-7	2	4	2	-1	4
24	CC(C)(C)c1ccc(C(=O)NCc2ccc(Cl)cc2)cc1	3	2	4	7	7	2

# Later entries
No.	smiles	PAFAH2 inh	PREPL inhibitor	ZTA counter	LYPLA2 counter	pPAFAH inh	LYPLA1 counter	PAFAH1B3 inh	EBNA-1 inhibitor	PAFAH1B2 inh
25	COc1ccccc1NC(=O)/C=C/C(=O)O	3	5	2	2	5	2	7	-9	1
26	CC(=O)OC[C@H]1O[C@@H](n2ccc(=O)[nH]c2=S)C(OC(C)=O)C1OC(C)=O (stereo partly specified)	-1	6	-12	7	6	-3	8	-7	7
27	CC(C)Cn1[nH]c2c3c(ccc2c1=O)C(=O)c1ccccc1C3=O	4	24	-19	10	4	2	6	5	6
28	O=C(CSc1nnc(CNC(=O)c2c(F)cccc2Cl)o1)Nc1ccc2c(c1)OCO2	4	14	-12	8	0	0	6	-2	4
29	Cc1ccc(C)c(NC(=O)CSc2nnc([C@@H](N)Cc3ccccc3)o2)c1	-6	-3	15	1	0	2	5	8	2
30	N#Cc1nc(Cc2ccccc2)oc1N1CCN(c2ccccc2)CC1	5	3	13	12	4	11	0	5	5
31	COc1cc(/C=C/C(=O)OCC(=O)NC2CC2)cc(S(=O)(=O)N2CCc3ccccc32)c1OC	53*	9	1	1	8	-2	4	12	3
32	Cc1[nH]n2c(=O)c(C#N)c(-c3ccccc3)nc2c1-c1ccccc1	8	-1	14	2	-2	2	9	19	-4
33	CCCCN(CCCC)S(=O)(=O)c1ccc(NC(=O)CN2CCOCC2)cc1	-2	10	-14	11	10	2	-5	-1	0
34	O=C(Cn1cnc2c(nnn2Cc2ccccc2)c1=O)NCC1CCCO1 (stereo unspecified)	-5	23	-3	1	-1	2	-1	-3	2
35	CCOC(=O)c1c(S(=O)(=O)N2CCc3ccccc32)c(C)n(C)c1C	1	5	9	14	6	3	8	2	0
36	CCc1ccc(OCc2ccc(C(=O)O)o2)cc1	-1	11	-14	5	5	3	4	1	5
37	COc1ccc(NC(=O)CSc2nc3scc(C)c3c(=O)[nH]2)cc1	-2	2	-20	2	4	2	9	4	1
38	O=C(CP(=O)(c1ccccc1)c1ccccc1)N1CCOCC1	-2	13	-13	-3	3	-1	0	7	-3
39	CCOC(=O)CC1CCCCN1C(=O)c1ccc2oc(CCc3ccccc3)nc2c1 (stereo unspecified)	-5	21	-18	6	9	1	-3	-7	7
40	O=C(O)C1CCCCC1C(=O)Nc1ccc(Cl)cc1Cl (stereo unspecified)	-2	-4	-8	-5	4	-3	4	6	0
41	CC1CCc2nc3ccc(S(=O)(=O)N4CCC(C(=O)NC(C)c5ccccc5)CC4)cc3c(C(=O)O)c2C1 (stereo unspecified)	10	0	8	5	16	2	-4	2	3
42	CCOc1ccc(CCNC(=O)c2cc(-c3ccccc3)c(N3CCOCC3)s2)cc1OCC	10	21	2	2	10	-5	3	-5	5
43	CCN(CC)S(=O)(=O)c1ccc(NC(=O)COC(=O)c2cc(S(=O)(=O)Nc3ccc(OC)cc3)ccc2O)cc1	-13	-7	-8	-20	24	-23	-10	4	-6
44	Fc1ccc(-c2nnc(N3CCOCC3)c3ccccc23)cc1F	-2	8	3	6	5	2	-6	4	1
45	O=C1CCC(C(=O)NC2(C(=O)NC3CCCCC3)CCCCC2)N1 (stereo unspecified)	0	0	-16	0	0	-3	4	-14	3
46	CCn1c(SCC(=O)Nc2cc(Cl)ccc2OC)nnc1C1CC1	-4	0	2	2	-1	1	-3	-3	2
47	Cc1sc2ncn3c(C)nnc3c2c1C	1	-8	-16	-1	-4	-3	12	-3	-1
48	CCOC(=O)c1cc2nc(-c3ccccc3)cc(C)n2n1	-4	-6	-2	0	5	1	3	1	4
49	Cc1noc(C)c1COc1ccccc1C(=O)N(C)Cc1ccc(C(C)(C)C)cc1	1	11	-18	7	9	0	8	.	9
50	COc1cc(OC)cc(C(=O)NNc2nc3cc4c(cc3s2)OCO4)c1	7	1	3	-6	8	-2	11	-5	3
51	COc1ccc(C(C)=O)cc1CSC(=N)N	1	7	-8	-2	2	2	5	-3	-2
52	Cc1ccc(/C=N/n2c(C)nnc2C)o1	-2	-8	-8	3	0	2	5	-5	-2
53	S=C(c1ccc(-c2ccc(Cl)cc2Cl)o1)N1CCCCC1	1	0	5	5	7	4	4	-10	-1
54	COc1ccc(S(=O)(=O)N(C(=O)c2ccncc2)c2ccc(OC(=O)c3ccncc3)cc2)cc1	2	2	-26	-3	0	2	12	-5	5
55	Cc1cc(C(=O)N/N=C/c2cn[nH]c2-c2ccccc2)cs1	-5	8	-2	-5	-10	-7	7	-5	1
56	CC(C)[C@H](NC(=O)Nc1ccc2c(c1)OCCO2)C(=O)O	-6	2	2	1	0	-1	3	4	0
57	Clc1ccc(-c2nc3ccncc3[nH]2)cc1	0	3	-3	-3	0	-3	16	4	0
58	COC(=O)CC1=Nc2ccccc2NC(=O)C1	-1	10	5	-2	6	0	4	6	-1
59	COCC(C)n1c(SCC(=O)NCCC2=CCCCC2)nc2ccccc2c1=O (stereo unspecified)	2	1	1	-2	5	0	9	-4	6
60	Cc1cc(=O)[nH]c(=O)n1Cc1ccccc1	4	7	-4	-5	-3	-5	12	-10	2
61	COc1ccc(NCC(=O)Nc2cc(S(=O)(=O)N3CCOCC3)ccc2N2CCOCC2)c(OC)c1	10	8	9	7	6	4	11	-2	3
62	CN1CCN(C(=O)CC2(CC(=O)O)CCCC2)CC1	9	1	-1	-3	1	-1	-4	3	8
63	COc1ccc(OCc2cc(C(=O)NC3CCOCC3)no2)c2ccccc12	-1	3	-6	13	8	0	15	0	8
64	COc1ccc(CCN2C(=O)CC(NC34CC5CC(CC(C5)C3)C4)C2=O)cc1OC (stereo unspecified)	-31	-5	-3	1	2	-3	3	-1	4
65	O=C(CNC(=O)c1cccc(Br)c1)NCCc1nc2ccccc2[nH]1	6	4	5	-3	7	-5	8	7	5
66	Cc1ccc(C2C(C#N)=C(N)Oc3cc(C)oc(=O)c32)o1 (stereo unspecified)	-10	5	18	-1	7	0	3	9	-1
67	Cc1ccc(OCC(=O)O/N=C(\N)c2cccnc2)cc1	0	-4	-1	3	1	0	-10	-2	13
68	O=C(CCN1C(=O)/C(=C/c2ccccc2F)SC1=S)Nc1cccnc1	-7	0	1	0	1	-1	-8	9	-1
69	CCc1cccc(C)c1NS(=O)(=O)c1cc(Br)cnc1N	3	-3	10	-2	0	0	4	-1	3
70	CN(C)S(=O)(=O)c1cc(NC(=O)COC(=O)C2CSC3(C)CCC(=O)N23)ccc1Cl (stereo unspecified)	2	1	-11	2	3	-1	5	2	0
71	O=C(NCc1ccccn1)C1CCC(=O)N1C1CCCC1 (stereo unspecified)	-11	3	-19	0	7	5	3	-6	4
72	CCn1nc(CC(=O)Nc2nnc(CC(=O)N3CCOCC3)s2)c2ccccc2c1=O	-2	-3	6	0	4	3	-3	-13	0
73	O=C(CN1C(=O)CCC1=O)Nc1nc(-c2ccccn2)cs1	2	12	10	-2	-5	-1	-1	0	1
74	CC(=O)c1ccc(OCCNS(=O)(=O)c2ccc(-n3cnnn3)cc2)cc1	-2	-7	-3	8	2	0	3	-1	1
75	CCOc1ccc(-c2nnc3n2N=C(c2ccc(OC)cc2)CS3)cc1	6	-9	4	-3	2	-4	2	-3	0
76	Cc1ccc(CNC(=O)CSc2nc3[nH]ncc3c(=O)[nH]2)cc1	1	17	-5	-5	-1	2	10	-6	6
77	CS(=O)(=O)c1cnc(-c2ccccc2)nc1Sc1ccc(F)cc1	-4	17	-5	8	0	2	5	0	4
78	OCC1(Cc2ccc(Cl)cc2)CCN(Cc2ccc(Oc3ncccn3)cc2)CC1	.	13	-12	2	2	2	.	-11	.

# This is a subset; the hit share may differ from the screen's.
